RBBP9 inhibitor = blocks human serine hydrolase RBBP9 | O75884 | recombinant RBBP9, FP-Rh probe fluorescence polarization | inhibition, % at 7.94 µM | 0.2% of 220,000 active | AID 1515;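 active = inhibition above the campaign mean of all tested compounds plus 3 SD, cut at about 14% in these data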;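 note: plate controls were DMSO wells with RBBP9 for no effect and wells lacking RBBP9 protein for full effect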
Target sequence (O75884 whole entry, looked up): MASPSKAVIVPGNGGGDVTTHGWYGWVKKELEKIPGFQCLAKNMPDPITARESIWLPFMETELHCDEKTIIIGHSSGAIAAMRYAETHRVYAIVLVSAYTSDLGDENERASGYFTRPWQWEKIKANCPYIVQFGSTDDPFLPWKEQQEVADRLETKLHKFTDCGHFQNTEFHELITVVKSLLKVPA
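Measured by: FP readout at 525/598 nm; material: recombinant human RBBP9; also added: Serine-hydrolase probe FP-Rh, 375 nM pre-mixing; medium: Tris buffer pH 8.0, NaCl, Pluronic; replication: one well per compound; doses: one concentration, 7.94 µM nominal, 0.794% DMSO; timing: preincubation 30 min plus labeling 45 min at 25 °C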
Runt-CBFb FRET = Runt domain-CBFb interaction inhibition | Q01196+Q13951 | 0.46% of 220,000 active | inhibition, % at 20 µM | AID 1496 | Cerulean-Runt/Venus-CBFb FRET ratio 530/480, 1 h;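 active = inhibition over about 50% at 20 µM in the single-dose screen, limit read from the data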;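 note: 0% = DMSO wells and 100% = excess unlabeled CBFb competitor control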
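Schedule: protein complex preformed 1 h, compound exposure 1 h, room temperature, dark; test system: Cerulean-labeled Runt domain protein; amount: 100 nM per protein; buffer or medium: Tris 50 mM pH 7.5, KCl, K2SO4, 0.01% BSA; read-out: loss of energy transfer signal; detection: FRET fluorescence; controls: 5 µM unlabeled CBFb as full-inhibition high control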
Calpain2 inh = calpain II (pig) inhibition | purified calpain II, fluorogenic peptide substrate, 30 min | 0.37% of 220,000 active | AID 1236 | inhibition, % at 16 µM;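 active = inhibition above about 50%, limit read from the data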
p97 ATPase inh = inhibitors of human p97 ATPase | P55072 | recombinant p97 ATPase, Kinase-Glo ATP luminescence, 3 h | AID 1481 | 0.42% of 220,000 active | inhibition, % at 8 µM; in the data active = inhibition above about 15%;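 note: 0% = DMSO vehicle and 100% = wells lacking enzyme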
Furin inh = human furin inhibition; purified furin, fluorogenic substrate cleavage; inhibition, % at 30 µM; 0.061% of 220,000 active; AID 463115; in the data active = inhibition above about 25%; note: inactives centre near -15
Runt-SMMHC FRET = inhibitors of human RUNX1 Runt domain binding to CBFb-SMMHC. AID 1434. 0.74% of 220,000 active. Q01196+Q13951. Cerulean-Runt/Venus-CBFb-SMMHC FRET ratio 530/480, 1 h. inhibition, % at 20 µM;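 active = mean inhibition across duplicate retests at 20 µM reaching about 50%, limit read from the data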;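 note: 0% = DMSO wells and 100% = wells with excess untagged CBFb-SMMHC; inhibitors lower the FRET ratio by blocking Runt binding to CBFb-SMMHC; some results filed as inactive read as strong as hits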
NCF1 inh = blocks human p47phox regulatory protein of NADPH oxidases. P14598. p47phox/p22phox peptide binding, fluorescence polarization, 2 h. inhibition, % at 24.7 µM. 0.53% of 220,000 active;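 active = inhibition above about 30%, limit read from the data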;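 note: 0% = p47phox with labelled peptide and 100% = labelled peptide alone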
Target sequence (P14598 whole entry, looked up): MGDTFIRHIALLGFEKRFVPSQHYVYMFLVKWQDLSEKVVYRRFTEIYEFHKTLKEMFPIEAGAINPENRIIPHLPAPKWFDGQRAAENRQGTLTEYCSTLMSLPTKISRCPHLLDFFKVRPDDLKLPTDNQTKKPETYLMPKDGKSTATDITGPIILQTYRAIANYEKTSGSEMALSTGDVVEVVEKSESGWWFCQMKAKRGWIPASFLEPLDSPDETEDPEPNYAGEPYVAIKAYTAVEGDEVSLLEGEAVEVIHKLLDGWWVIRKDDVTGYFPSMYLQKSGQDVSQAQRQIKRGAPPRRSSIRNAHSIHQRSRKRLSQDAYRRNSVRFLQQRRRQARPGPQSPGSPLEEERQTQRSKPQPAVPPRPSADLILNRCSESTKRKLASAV
EBV gp42 inh = EBV gp42 inhibition; inhibition, % (tested at 21.74 µM); 0.42% of 220,000 active; Fluorescence polarization binding assay, mP read-out; AID 1085; Q1HVG2; in the data active = inhibition above about 50%
Target sequence (Q1HVG2 whole entry, looked up): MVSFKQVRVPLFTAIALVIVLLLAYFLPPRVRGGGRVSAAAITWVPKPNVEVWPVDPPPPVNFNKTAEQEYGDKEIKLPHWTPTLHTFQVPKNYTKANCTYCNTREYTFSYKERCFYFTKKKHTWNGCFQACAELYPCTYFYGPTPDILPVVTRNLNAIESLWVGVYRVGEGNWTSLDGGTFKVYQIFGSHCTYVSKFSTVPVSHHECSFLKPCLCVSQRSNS
Tb hexokinase = blocks Trypanosoma brucei hexokinase 1 activity; recombinant TbHK1, G6PDH-coupled NADH A340; inhibition, % at 10 µM; 0.11% of 220,000 active;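 active = inhibition of 50% or more in the single-dose primary screen; inactive = inhibition below 50%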
An asterisk follows results filed as active; nt = no result given; [ ] = dose if it differs, or a comment.

Structure,RBBP9 inhibitor,Runt-CBFb FRET,Calpain2 inh,p97 ATPase inh,Furin inh,Runt-SMMHC FRET,NCF1 inh,EBV gp42 inh,Tb hexokinase
COCCN1C(=O)c2oc3ccccc3c(=O)c2C1c1ccc(OC)c(OC)c1 (stereo not given),-6,1,14,4,-8,-5,1,3,-3
COc1ccccc1NC(=S)NC(=O)C(C)C,-15,-1,-7,-6,5[20 µM],-5,1,-17,5
N#C/C(=C\c1cc2ccccc2nc1N1CCOCC1)C(=O)Nc1ccc(N2CCOCC2)cc1,-1,-3,-11,-1,-3,-3,-10,9,-27
C/C(=N\NC(=O)CC1N=C(Cc2ccccc2)NNC1=O)c1ccc(Br)cc1 (stereo not given),-4,2,0,8,-16,1,4,0,-9
O=C(NC(=S)NCc1cccnc1)c1cc2ccccc2o1,-7,3,8,5,-24,2,-7,2,-5
CCN(C(=O)CSc1nc2c(cnn2-c2ccccc2)c(=O)[nH]1)C1CCS(=O)(=O)C1 (stereo not given),-10,0,7,1,-3,4,-8,-19,38
COC(=O)c1cc(=O)n(Cc2ccc(OC)cc2)c(=NCc2ccc(OC)cc2)s1,-7,-1,-20,2,-19,-3,-7,1,-13
O=C(CSc1nnnn1C1CCCCC1)N1CCN(C(=O)c2ccco2)CC1,-4,nt,-23,4,-36,nt,-3,-3,4
CC(=O)Nc1ccc(C(=O)NN2C(=O)c3ccccc3C2=O)cc1,3,-1,-44,2,-9,-1,5,7,5
COc1ccc(NC2=NC(=S)N(c3ccc(C)cc3)C23CCCCC3)cc1,-2,-1,37,-1,-22[20 µM],4,-14,-3,-9
CN1CCc2ccccc2C1Cc1ccccc1NC(=O)c1sc2ccccc2c1Cl (stereo not given),-9,-1,0,-2,-11,-2,-13,-9,8
O=C(O)C1SCCN1S(=O)(=O)c1ccc(N=NN2CCOCC2)cc1 (stereo not given),-8,-1,15,-4,-1,0,0,2,-34

New compounds follow.
Structure,RBBP9 inhibitor,Runt-CBFb FRET,Calpain2 inh,p97 ATPase inh,Furin inh,Runt-SMMHC FRET,NCF1 inh,EBV gp42 inh,Tb hexokinase
C=CCOc1ccccc1/C=N/NC(=O)c1ccc(Cl)cc1Cl,3,-1,1,3,-11,2,3,-3,-4
CN1CCN(c2cc(=O)n(C3CCCCC3)c(=O)[nH]2)CC1,-9,1,-2,-13,5,3,-11,2,-4
Cc1cccc2sc(NC(=O)c3cc(S(=O)(=O)N(C)C)ccc3N3CCCC3)nc12,1,1,-136,0,-17,2,-23,-5,-6
CCN(CC)CCNC(C(=O)Nc1cccc(C(C)=O)c1)c1ccccc1 (stereo not given),-4,1,-32,3,-14,6,-54,-32,-3
CN(C)/C=C1\C=C(c2ccccc2)OC1=O,-10,-1,17,-5,11,2,-22,-5,-31
CCCn1c(C)cc(/C=C(\C#N)C(=O)OCC(=O)NC(=O)NCC)c1C,-9,-1,-18,-7,-16[20 µM],2,-14,-25,-28
CCNC(=O)COC(=O)COc1ccc(Cl)cc1C,-4,-1,15,1,1,2,15,-1,4
CC(=O)c1ccc(NC(=S)NN2C(C)CCCC2C)cc1 (stereo not given),-13,0,1,-6,-15,1,10,6,2
Cc1ccc(C(C[N+](=O)[O-])c2c(N)n(C)c(=O)n(C)c2=O)cc1 (stereo not given),-3,5,-7,7,-19,6,-11,-15,-11
Fc1ccc(CNCc2ccccc2C(F)(F)F)cc1,-5,-3,15,-3,-21,-1,1,-12,7
Cc1cc(C)nc(N/N=C/c2ccc(Cl)cc2)n1,-5,-1,23,-1,-3,-2,0,-3,-33
COc1ccccc1CNC(=O)c1cc2c(=O)[nH]c3ccccc3c2n1C,-2,32,-20,3,-14,6,0,6,0

(continued)
Structure,RBBP9 inhibitor,Runt-CBFb FRET,Calpain2 inh,p97 ATPase inh,Furin inh,Runt-SMMHC FRET,NCF1 inh,EBV gp42 inh,Tb hexokinase
Fc1ccc(NC(=S)NCc2cccnc2)cc1,2,0,6,5,-16,-5,-6,-11,-3
CC(=O)OCC(=O)NCc1ccc2c(c1)OCO2,1,87*,-20,-2,-14,68,-10,-13,9
O=C(O)c1ccc(CNC(=O)c2ccc(Br)o2)cc1,2,-2,-23,3,-20,1,-19,-9,1
O=C(c1cccs1)N1CCC2(O)CCCCC2C1c1ccc(F)cc1 (stereo not given),3,1,17,3,-26,4,8,1,-4
CCOC(=O)c1sc(NC(=S)NC(=O)c2ccccc2Cl)c(C(=O)OCC)c1C,-5,2,2,0,-25,1,-7,-4,-20
CSc1nnc(Cn2c(=O)sc3ccccc32)n1-c1cccc(Cl)c1,-8,0,8,-4,-27,2,-2,-30,-10
CCN(C(=O)CCCC(=O)N(CC)c1ccccc1)c1ccccc1,-8,-3,-9,-4,-32,3,-2,-17,-1
O=C(NCc1ccco1)c1csc2c1CCCC2,-10,0,10,-5,-5,0,-2,0,8
COc1cc(C(=S)N2CCCC2)cc(Cl)c1OCC(=O)Nc1ccc(C)cc1C,-7,28,-6,-5,2,19,-39,-4,-5
CCc1ccc(C2CC(c3ccc(C)cc3)Nc3nc(N)nn32)cc1 (stereo not given),-4,-1,4,-3,-20,1,2,0,2
CC(C)C(=O)n1nc(-c2cccnc2)nc1NCc1ccc(F)cc1,-3,-1,5,3,-10,-2,7,0,-9
CC(/C=C/c1ccccc1)=N\NC(=O)c1ccncc1,-3,1,-18,-6,-13,4,-17,-8,-35

Continued:
Structure,RBBP9 inhibitor,Runt-CBFb FRET,Calpain2 inh,p97 ATPase inh,Furin inh,Runt-SMMHC FRET,NCF1 inh,EBV gp42 inh,Tb hexokinase
CCOC(=O)C(=O)Nc1ccccc1C#N,0,1,-4,10,-28,1,-9,-21,2
CCNC(=S)NNC(=O)c1ccccc1OC(F)F,4,-1,19,2,-18[20 µM],-6,-1,3,5
Cc1nonc1OCCn1nnnc1N,0,-1,-7,6,-7[20 µM],4,0,-13,5
Clc1ccc(SCCn2cncn2)cc1,-6,1,-19,3,-18[20 µM],-1,-6,-5,3
Cc1cc(CNC(=O)Cc2ccccc2)c2ccccc2n1,-8,-1,1,-2,-13,3,13,3,3
COC(=O)Cn1cc(C(=O)C(F)(F)F)c2ccccc21,-7,-2,-14,0,-25,-1,6,-12,-19
CCOC(=O)c1ccc2c(c1)C(=O)N(C1CCCCC1)C2=O,-3,-3,29,-2,-12,0,4,-11,2
O=C(O)CCCCCN1C(=O)/C(=C/c2ccncc2)SC1=S,-10,2,13,5,-24,0,-9,-1,-11
COc1cc(OC)cc(C(=O)NNC(=S)Nc2ccc(S(N)(=O)=O)cc2)c1,4,3,-7,21*,-23,-5,-2,3,-20
O=C1NCCN1Cc1ccc(Cl)cc1,-3,0,-33,1,-30,3,-11,1,-1
CNC(=O)C1CC(=O)N(CCCc2ccccc2)C(=Nc2ccccc2)S1 (stereo not given),-4,3,21,-3,-19[20 µM],-1,4,10,-9
CCOC(=O)CSc1ncnc2c1c(-c1ccccc1)cn2-c1ccc(OC)cc1,-5,-3,-7,-3,-13,1,-8,7,-7

The list goes on:
Structure,RBBP9 inhibitor,Runt-CBFb FRET,Calpain2 inh,p97 ATPase inh,Furin inh,Runt-SMMHC FRET,NCF1 inh,EBV gp42 inh,Tb hexokinase
COc1ccc(N(CC(=O)NN=C2CCCC2)S(=O)(=O)c2ccccc2)cc1Cl,-7,0,-7,-2,-15,-1,-6,-9,14
O=C(c1ccccc1)N1CCN(C(=O)c2cc3ccccc3o2)CC1,3,-2,18,-7,6[20 µM],1,-2,-12,7
O=C(CN(CCO)c1ccccc1)Nc1cccc(S(=O)(=O)N2CCCC2)c1,-6,-1,-35,3,-21,1,-8,7,-3
COc1c(C)cc(Br)cc1C(=O)Nc1ccccc1N1CCN(C(=O)c2ccccc2)CC1,-13,-2,-115,-2,-18,1,-13,6,-9
Cc1cccc2cc3c(NC(=O)CC(C)C)nn(C)c3nc12,-2,27,-156,5,-10,48,-20,-15,-7
CCOc1ccccc1C(=O)N(Cc1ccco1)C1CCS(=O)(=O)C1 (stereo not given),-5,-1,-11,6,-6,0,-14,-18,-1
Cc1cc(C)n(-c2nnc(N3CCN(c4ccc(F)cc4)CC3)nn2)n1,-13,7,29,-6,-8,4,-2,4,8
Cc1sc2nc3c(SC(C)C(=O)O)cc(C(=O)c4ccccc4O)cn3c(=O)c2c1C (stereo not given),-10,-9,19,1,-4,-45,-130,7,43
CSc1ccc(NC(=O)/C=C/C(=O)O)cc1,-6,0,-4,1,-13,-3,-5,9,-7
CCC(=O)Nc1ccc(C(=O)Nc2cccc(OC)c2)cc1,-5,1,22,-7,-9[20 µM],-8,4,2,3
CC(C(=O)NC1C(=O)N2C(C(=O)O)=C(CSc3nnnn3C)CSC12)n1cc(Cl)cn1 (stereo not given),-6,2,-13,1,-26,1,-8,5,3
COc1ccc(CCNC(=O)CCn2c(=O)c3ccccc3n(CC(=O)NCC3CCCO3)c2=O)cc1OC (stereo not given),-6,-2,1,-2,-7,0,2,4,8

Sorted by value in p97 ATPase inh (high to low): some entries from above
| Compound | RBBP9 inhibitor | Runt-CBFb FRET | Calpain2 inh | p97 ATPase inh | Furin inh | Runt-SMMHC FRET | NCF1 inh | EBV gp42 inh | Tb hexokinase |
| --- | --- | --- | --- | --- | --- | --- | --- | --- | --- |
| CCOc1ccccc1C(=O)N(Cc1ccco1)C1CCS(=O)(=O)C1 (stereo not given) | -5 | -1 | -11 | 6 | -6 | 0 | -14 | -18 | -1 |
| CSc1ccc(NC(=O)/C=C/C(=O)O)cc1 | -6 | 0 | -4 | 1 | -13 | -3 | -5 | 9 | -7 |
| Cc1cc(C)n(-c2nnc(N3CCN(c4ccc(F)cc4)CC3)nn2)n1 | -13 | 7 | 29 | -6 | -8 | 4 | -2 | 4 | 8 |

Further structures
Structure,RBBP9 inhibitor,Runt-CBFb FRET,Calpain2 inh,p97 ATPase inh,Furin inh,Runt-SMMHC FRET,NCF1 inh,EBV gp42 inh,Tb hexokinase
O=C(NC1CC1)c1ccc2c(c1)NC(=O)c1ccccc1S2,-3,3,17,0,-23,-2,-9,-8,1
c1ccc(Nc2cccc(Nc3ccccc3)n2)cc1,12,-2,-4,7,-10[20 µM],3,-15,0,-13
CCOc1ccc(/C=N/OCC(=O)NCc2ccc3c(c2)OCO3)cc1OC,3,-2,7,2,-4,1,-3,-18,-5
O=C(OCc1nnc(-c2ccccc2)o1)c1cc([N+](=O)[O-])ccc1Cl,3,-1,5,5,-20,-1,-1,-11,-2
CN(C)C(C)(C)C#CCCCCC#CC(C)(C)N(C)C,-1,0,-17,12,9[20 µM],-2,-6,-24,0
O=C(CN1CCCN(S(=O)(=O)c2ccc(F)cc2)CC1)Nc1ccccc1Br,4,-5,10,2,8[20 µM],5,-9,-11,-2
CCN(CC)S(=O)(=O)c1ccc2c(c1)nc(SC(C)C(N)=O)n2-c1ccc(OC)cc1 (stereo not given),-12,-3,35,0,-11[20 µM],1,-29,-47,-3
N#Cc1nc(COc2ccc(F)cc2)oc1N1CCCC1,-7,0,15,2,-21,-1,-4,-6,3
Cc1nc([N+](=O)[O-])c(SCC(N)=O)n1Cc1ccccc1,-5,0,-14,4,-1,5,5,-9,-14
CC(C)N1CCN(Cc2ccc3nsnc3c2)CC1CCO (stereo not given),-3,-2,-14,9,-31,-4,-3,-15,-7
Cc1cc2c(c(=O)o1)C(CCC1CCCCC1)C(C#N)=C(N)O2 (stereo not given),-6,1,22,-2,-15,7,-117,-30,-7
Nc1nccc(-c2ccc(-n3cnc4ccccc43)cc2)n1,-9,-5,-70,-2,-24,-1,-7,-4,-11
CNCc1ccccc1Sc1ccc(OC)c(OC)c1,-4,0,12,-2,-7[20 µM],2,2,-17,4
CCc1cccc(C)c1NC(=O)CNCc1ccccc1,-1,1,-3,3,-5,-4,-7,-17,6
CC(=O)CSc1nc2ccccc2s1,-5,-1,-17,5,-9[20 µM],-1,-21,-4,0
